High-throughput results from PubChem BioAssay.
ADAM10 inh – human ADAM10 inhibitors, primary screen, biochemical, QFRET, HTS; inhibition, % at 7 µM; AID 720582, 2013; recombinant ADAM10, EDANS/DABCYL FRET peptide cleavage, 3 h; 370,000 compounds, 0.62% hits;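 active = inhibition above a per-campaign cutoff equal to the mean of compounds falling between control-based bounds plus 3 SD, cut at about 20% in these data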;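 note: 0% = DMSO wells while the 100% control is not disclosed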
Target sequence (O14672 214-748 limits assumed): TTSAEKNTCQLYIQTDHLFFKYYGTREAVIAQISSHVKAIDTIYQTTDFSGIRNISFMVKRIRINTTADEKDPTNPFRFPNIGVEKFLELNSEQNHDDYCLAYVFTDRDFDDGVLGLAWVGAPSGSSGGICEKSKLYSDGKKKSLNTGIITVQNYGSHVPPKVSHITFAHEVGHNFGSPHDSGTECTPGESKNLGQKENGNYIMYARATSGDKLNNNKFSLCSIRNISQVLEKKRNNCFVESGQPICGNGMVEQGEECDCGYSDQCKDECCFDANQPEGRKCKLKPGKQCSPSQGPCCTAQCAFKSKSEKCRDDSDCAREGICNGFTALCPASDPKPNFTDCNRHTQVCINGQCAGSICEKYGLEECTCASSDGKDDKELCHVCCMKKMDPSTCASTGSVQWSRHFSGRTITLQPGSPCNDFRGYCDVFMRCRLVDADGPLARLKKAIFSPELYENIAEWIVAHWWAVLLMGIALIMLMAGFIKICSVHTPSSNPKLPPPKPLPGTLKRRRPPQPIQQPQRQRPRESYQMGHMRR
DDE Tn6 FP inh – inhibitors of Tn6 peptide binding to fibrin DD(E), primary screen, biochemical, fluorescence polarization, human fibrin, Tn6 probe; Fibrinogen beta chain (Homo sapiens), P02675; Fibrin DD(E) TRITC-Tn6 fluorescence polarization displacement; inhibition, % at 8.3 µM; 370,000 compounds, 0.21% hits; AID 720509, 2013;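 active = inhibition above a per-campaign cutoff: mean of compounds within control limits plus 3 SD, cut at about 15% in these data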;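 note: 0% = median of all compound wells on the plate and 100% = blocking peptide control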
Target sequence (P02675 whole entry, looked up): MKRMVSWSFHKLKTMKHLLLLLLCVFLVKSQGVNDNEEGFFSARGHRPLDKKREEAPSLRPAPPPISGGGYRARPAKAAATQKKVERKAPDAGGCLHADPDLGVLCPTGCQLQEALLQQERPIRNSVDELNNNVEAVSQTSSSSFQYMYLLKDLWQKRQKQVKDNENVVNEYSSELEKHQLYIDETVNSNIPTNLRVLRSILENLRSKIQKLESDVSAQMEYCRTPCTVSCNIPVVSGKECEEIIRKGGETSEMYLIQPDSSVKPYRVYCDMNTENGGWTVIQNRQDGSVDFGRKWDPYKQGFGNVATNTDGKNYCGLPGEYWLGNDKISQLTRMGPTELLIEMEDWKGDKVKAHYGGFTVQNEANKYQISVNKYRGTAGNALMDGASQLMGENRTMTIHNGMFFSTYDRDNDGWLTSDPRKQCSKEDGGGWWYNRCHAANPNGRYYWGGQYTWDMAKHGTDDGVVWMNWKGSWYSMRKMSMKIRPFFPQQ
KLK7 zymogen act – proKLK7 zymogen activators, primary screen, biochemical, fluorescence intensity; AID 652039, 2013; purified proKLK7, EDANS-DABCYL substrate fluorescence; 100% is mature enzyme control, 0% vehicle; 370,000 compounds, 0.9% hits; activation, % at 7 µM; Kallikrein-7 (Homo sapiens), P49862;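 active = activation above the mean of all tested compounds plus 3 SD, computed per campaign excluding outliers beyond control limits, cut at about 13% in these data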
ARFGAP1 inh – inhibitors of rat ARFGAP1 GAP activity, primary screen, biochemical, fluorescence polarization, GDP tracer; ADP-ribosylation factor GTPase-activating protein 1 (Rattus norvegicus), Q62848; Arfgap1-stimulated ARF1 GTP hydrolysis, GDP FP detection; inhibition, % at 16.5 µM; 360,000 compounds, 0.26% hits; AID 651572, 2012;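 active = inhibition above a per-plate limit, mean inhibition of low control wells plus 3 SD, cut at about 25% in these data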;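 note: 0% = DMSO wells with enzyme and 100% = wells lacking Arfgap1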
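system = rat Arfgap1 catalytic domain, aa 1-136 | technique = FP, GDP Alexa 633 tracer displaced from anti-GDP antibody, 620/688 nm | compound = one concentration, 16.5 µM, DMSO 1.26% | medium = HEPES-based buffer, pH 7.5 | timing = compound-enzyme preincubation 20 min, reaction 120 min, detection 60 min, 25 °C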
rCAG binder – binders of r(CAG) RNA repeats, primary screen, biochemical, fluorescence | r(CAG) RNA repeat, TO-PRO-1 dye displacement fluorescence | inhibition, % at 3 µM | 370,000 compounds, 1.3% hits | AID 651821, 2012;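 active = inhibition above the plate cutoff, the mean of all test compounds on that plate plus 3 SD, cut at about 35% in these data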;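 note: 0% = DMSO alone and 100% = 100 µM mitoxantrone as full dye displacement; higher means more dye released from RNA so lower well fluorescence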
GC-B act – human GC-B receptor activators, primary screen, HEK293 GC-B cells, cGMP TR-FRET, EC30 CNP. Atrial natriuretic peptide receptor 2 (Homo sapiens), P20594. 0% at EC30 CNP, 100% saturating CNP. activation, % at 10 µM. 370,000 compounds, 0.11% hits. AID 1920062, 2024;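 active = activation at 10 µM reaching about 35% in either raw or pattern-adjusted values, limit read from the data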
ASAP1 GAP inh – inhibitors of human ASAP1 ArfGAP activity, primary screen, biochemical, fluorescence polarization; 360,000 compounds, 0.19% hits; Arf-GAP with SH3 domain, ANK repeat and PH domain-containing protein 1 (Homo sapiens), …; inhibition, % at 16.5 µM; ASAP1-stimulated ARF1 GTP hydrolysis, GDP FP detection; in the data active = inhibition above about 25%;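 note: 0% = vehicle with enzyme and substrate and 100% = no enzyme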
GAA850 FXN act – FXN promoter activators, primary screen, cell-based, luciferase luminescence, HEK293 lucGAA850; HEK293 lucGAA850 FXN promoter luciferase reporter, 24 h; percent of 10 µM SAHA response; activation, % at 6 µM; 360,000 compounds, 0.56% hits; AID 540364, 2011;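 active = activation above the average of all compounds screened plus 3 SD, cutoff fixed separately per campaign, cut at about 7.5% in these data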;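 note: 0% = DMSO wells and 100% = 10 µM SAHA wells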
GC-A act – GC-A stimulated cGMP production enhancers – HEK293 GC-A cells, cGMP TR-FRET, EC30 ANP, primary screen | Atrial natriuretic peptide receptor 1 (Homo sapiens), P16066 | 0% at EC30 ANP, 100% saturating ANP | activation, % at 10 µM | 370,000 compounds, 0.14% hits | AID 1671463, 2021; in the data active = activation above about 40%
HGIII-sPLA2 inh – human group III sPLA2 inhibitors, primary screen, biochemical, QFRET, BODIPY PC-A2 liposome substrate. inhibition, % at 12.2 µM. 370,000 compounds, 0.56% hits. Group 3 secretory phospholipase A2 (Homo sapiens), Q9NZ20. QFRET BODIPY PC-A2 liposome hydrolysis, fluorescence;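 active = inhibition above mean plus 3 SD of compounds lying within the high and low control bounds, cut at about 19% in these data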;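 note: 0% = median of test compound wells and 100% = no enzyme DMSO wells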
Numbers without * were called inactive; i = inactive; · = no result given. This is a random part of the collection (roughly 4.5% active in at least one column).

SMILES	GC-A act	ARFGAP1 inh	KLK7 zymogen act	DDE Tn6 FP inh	rCAG binder	GC-B act	HGIII-sPLA2 inh	ADAM10 inh	ASAP1 GAP inh	GAA850 FXN act
COc1ccc(C)cc1Nc1n[n+](-c2ccccc2)c(-c2cccc(Cl)c2Cl)s1	-6	-1	-0.4	3	15	-6	-7	12	6	-6.9
O=C(NC1CCCCC1)C(c1cccs1)N(C(=O)Cc1c[nH]c2ccccc12)c1ccc(F)cc1 (stereo not given)	-23	6	0.2	-3	6	-13	-50	8	0	10*
Cc1ccccc1C(=O)NC(=S)NCCc1ccccc1	1	0	0.7	5	-3	3	-3	1	9	3.6
Cc1ccc(-c2cc(C(=O)Nc3cnn(C(C)C)c3)no2)cc1	18	1	0.6	-1	-8	-1	4	-5	2	0.3
COc1ccc(CNS(=O)(=O)c2ccc(F)cc2Br)cc1	-3	2	0.7	9	2	5	-1	-1	-3	-0.2
COc1ccc(S(=O)(=O)N2CCCC2CNC(=O)C(=O)NCc2ccccc2Cl)cc1 (stereo not given)	-4	1	0.5	2	0	-2	2	-8	-3	-1.6
CCOc1cc2[nH]c(=S)n(Cc3ccc(C(=O)NCC(OC)OC)cc3)c(=O)c2cc1OCC	-2	2	-0.5	6	1	-5	4	-7	4	-1.7
COc1ccc(-n2ncc3c2CC(C)(C)CC3NC(=O)CN2CCOC2=O)cc1 (stereo not given)	-3	-1	0.4	2	-7	2	-6	4	2	1.1
O=C(Nc1cc(Cl)cc(Cl)c1)C1CCCC1	-5	4	0.1	-2	0	4	5	11	14	2.9
FC(F)(F)c1nc(SCc2ccccc2)n[nH]1	2	0	-0.1	7	-2	8	-4	-6	4	1.4
COCCn1c(C)cc(C(=O)COC(=O)CNC(=O)c2ccccc2)c1C	-2	-6	0.5	5	-5	2	0	4	8	-8.0
CN(Cc1cccnc1)Cc1cn(Cc2ccccc2)nc1-c1ccc2c(c1)OCO2	-4	9	0.3	1	-11	-1	-3	3	-2	0.9
O=C(O)c1csc(-c2ccccc2)n1	6	-5	-0.1	-6	1	2	0	-7	0	3.5
O=C(C[C@H]1CC[C@H]2[C@@H](COC[C@@H](O)CN2S(=O)(=O)c2ccccc2)O1)N[C@@H]1CCN(Cc2ccccc2)C1	1	-2	-0.2	2	0	-4	-1	-5	1	·
C(=C\c1nnc(-c2cccs2)o1)/c1ccccc1	-18	2	1.3	1	-1	-5	-7	-175	5	3.7

3 entries out of the list, ordered by length of the SMILES, rising:
SMILES	GC-A act	ARFGAP1 inh	KLK7 zymogen act	DDE Tn6 FP inh	rCAG binder	GC-B act	HGIII-sPLA2 inh	ADAM10 inh	ASAP1 GAP inh	GAA850 FXN act
O=C(Nc1cc(Cl)cc(Cl)c1)C1CCCC1	-5	4	0.1	-2	0	4	5	11	14	2.9
CN(Cc1cccnc1)Cc1cn(Cc2ccccc2)nc1-c1ccc2c(c1)OCO2	-4	9	0.3	1	-11	-1	-3	3	-2	0.9
COc1ccc(S(=O)(=O)N2CCCC2CNC(=O)C(=O)NCc2ccccc2Cl)cc1 (stereo not given)	-4	1	0.5	2	0	-2	2	-8	-3	-1.6

Entries listed so far that have a thiophene ring, fused or not (two):
SMILES	GC-A act	ARFGAP1 inh	KLK7 zymogen act	DDE Tn6 FP inh	rCAG binder	GC-B act	HGIII-sPLA2 inh	ADAM10 inh	ASAP1 GAP inh	GAA850 FXN act
O=C(NC1CCCCC1)C(c1cccs1)N(C(=O)Cc1c[nH]c2ccccc12)c1ccc(F)cc1 (stereo not given)	-23	6	0.2	-3	6	-13	-50	8	0	10*
C(=C\c1nnc(-c2cccs2)o1)/c1ccccc1	-18	2	1.3	1	-1	-5	-7	-175	5	3.7

New compounds follow
SMILES	GC-A act	ARFGAP1 inh	KLK7 zymogen act	DDE Tn6 FP inh	rCAG binder	GC-B act	HGIII-sPLA2 inh	ADAM10 inh	ASAP1 GAP inh	GAA850 FXN act
CCC(=O)N1CCN(c2ccc(NC(=O)c3ccc4ccccc4c3)cc2)CC1	-2	4	-0.1	3	1	1	-2	2	-12	-2.4
CC(/C=N/N1C(=O)CSC1=S)=C\c1ccccc1	-2	0	0.1	7	9	-1	6	4	-6	2.2
CCOC(=O)c1c(NC(=O)COC(=O)Cc2n[nH]c(=O)c3ccccc23)sc(C(=O)N(C)C)c1C	-2	16	-0.6	1	0	4	-43	8	-1	1.4
S=C(NCCN1CCOCC1)N1CCN(c2cccc(Cl)c2)CC1	1	1	0.5	-1	-3	0	5	-2	4	1.0
Cc1ccccc1NC(=O)Cc1ccccc1	4	5	-0.2	6	1	9	2	0	9	-2.3
CC(C)C[C@H](NC(=O)N1CC(=O)Nc2ccccc21)C(=O)N1CCC[C@H]1C(=O)O	2	-6	0.2	3	-3	2	3	-11	-7	0.9
N#Cc1nc(-c2ccccc2F)oc1NCCc1ccccc1	7	-1	-3.9	-9	0	0	-14	i	11	5.3
Cc1cc(C(F)(F)F)nn1CC(=O)N1CCOCC1	0	12	-0.6	8	-1	0	4	-2	-3	-2.0
CN(Cc1ccco1)C(=O)CN1C(=O)NC2(CCCC2)C1=O	4	1	-0.1	4	2	5	11	-15	5	0.0
O=C(Nc1ccc(C(=O)N2CCCC2)cc1)C1CC1	1	-3	-0.4	-4	0	1	1	-9	-3	-4.1
CC(NC(=O)C1CCCN(S(=O)(=O)c2ccc(-n3cnnn3)cc2)C1)c1ccc(F)cc1 (stereo not given)	-3	-2	0.2	-1	0	5	-4	11	-4	-0.2
CCOc1ccc(C(=O)Oc2cc(C)[nH]c(=O)c2[N+](=O)[O-])cc1OCC	1	16	-0.4	3	4	2	9	5	4	-0.3
CC(C)C[C@@H]1COc2cccc(N3CCC[C@H]3CO)c2S(=O)(=O)N1	4	-4	-0.3	5	0	2	12	-5	-9	·
CSc1ccc(/C=C(\C#N)C(=O)NC2CCCCC2)cc1	3	2	-0.2	-1	1	-4	-2	-10	-12	1.7
CCOP(=O)(OCC)c1nc(-c2ccc(F)cc2)oc1NCc1ccccc1	-9	2	-0.2	-10	-10	-4	-4	-269	-3	1.6
O=C(CN1CCN(Cc2ccc3c(c2)OCO3)CC1)NCC(F)(F)F	2	-8	1.3	-9	1	7	-5	-6	-6	0.5
CS(=O)(=O)N(CC(=O)Nc1ccc(Cl)c(Cl)c1)C1CCCCC1	-5	0	0.4	0	6	-13	-14	1	21	-3.4
Cc1cc(NC(=O)CSc2nnc(-c3ccccc3F)n2N)no1	4	4	0.6	0	2	-2	0	-17	-6	0.3
COc1cc2ccccc2nn1	2	18	23*	6	-3	4	-2	-127	-5	2.3
Cc1[nH]c2ccc(-c3n[nH]c(=S)n3-c3ccccc3)cc2c1C	-1	1	-0.8	0	15	-1	10	9	8	5.3
O=C(OCC(=O)N1CCN(c2ccccc2)CC1)c1ccc2ccccc2n1	-1	5	0.1	-3	-4	-2	3	11	0	0.8
CCN(CC)C(=O)N(CC)Cc1ccccc1	-1	5	-0.1	-3	4	-2	0	2	7	-1.8
CN(C(=O)CSc1nnc(CN2CCCC2)n1Cc1ccccc1)c1ccccc1	-2	-4	-0.4	3	-8	-3	-8	0	3	0.5
c1cncc(-c2csc(-c3cccnc3)n2)c1	-11	16	1.5	-8	13	-5	-2	-4	3	0.4
O=C(Nc1nnc([C@@H]2C[C@H](O)[C@@H](CO)O2)s1)c1ccccc1Cl	1	21	-0.6	1	0	5	20*	-5	2	-1.3
Cc1ccc(NC(=O)c2oc3ccccc3c2NC(=O)C2CCCO2)cc1C (stereo not given)	4	8	-0.4	-15	8	-1	-10	9	5	8.0*
CCOC(=O)c1sc2ncnc(NCc3ccco3)c2c1C	6	6	0.4	1	5	-4	10	-43	6	1.8
O=C(NCc1ccc2c(c1)OCO2)c1ccc(NC(=O)C2CCCO2)cc1 (stereo not given)	-1	0	-0.2	-1	0	2	-1	2	7	-0.5
CCN1CCN(Cc2nc3c(c(=O)n(C)c(=O)n3C)n2Cc2cccc3ccccc23)CC1	-8	2	-0.8	2	-8	-10	-13	4	-3	0.2
COc1ccccc1NS(=O)(=O)c1ccc(C(=O)NCC(c2cccs2)N2CCOCC2)cc1 (stereo not given)	-7	12	-0.5	-4	-3	7	-12	-6	-1	-0.9
COc1ccc(OC(C)C(=O)Nc2ccc([N+](=O)[O-])cc2)cc1 (stereo not given)	0	-1	-0.7	-2	1	1	-4	8	2	2.5
Cc1cccc(C)c1NC(=O)C(NC=O)c1ccccc1 (stereo not given)	1	-9	0.4	-1	-2	3	8	-2	-1	-1.8

Reformatted field by field: part of the list above
> CN(C(=O)CSc1nnc(CN2CCCC2)n1Cc1ccccc1)c1ccccc1
  GC-A act: -2	ARFGAP1 inh: -4	KLK7 zymogen act: -0.4	DDE Tn6 FP inh: 3	rCAG binder: -8	GC-B act: -3	HGIII-sPLA2 inh: -8	ADAM10 inh: 0	ASAP1 GAP inh: 3	GAA850 FXN act: 0.5
> c1cncc(-c2csc(-c3cccnc3)n2)c1
  GC-A act: -11	ARFGAP1 inh: 16	KLK7 zymogen act: 1.5	DDE Tn6 FP inh: -8	rCAG binder: 13	GC-B act: -5	HGIII-sPLA2 inh: -2	ADAM10 inh: -4	ASAP1 GAP inh: 3	GAA850 FXN act: 0.4

Sorted by value in ARFGAP1 inh (low to high): some entries from above.
canonical_smiles | ARFGAP1 inh
O=C(OCC(=O)N1CCN(c2ccccc2)CC1)c1ccc2ccccc2n1 | 5
COc1ccccc1NS(=O)(=O)c1ccc(C(=O)NCC(c2cccs2)N2CCOCC2)cc1 (stereo not given) | 12
O=C(Nc1nnc([C@@H]2C[C@H](O)[C@@H](CO)O2)s1)c1ccccc1Cl | 21
